# SNCA expr inh: inhibitors of alpha-synuclein (SNCA) gene expression; HEK-293 SNCA-luciferase knock-in, luminescence, 24 h; Potency, µM (top dose mostly 57.2 µM), for inactives: top-dose activity change, negative = inhibition, hits mostly inhibitors; 140,000 compounds, 0.17% hits;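 note: potency is the fitted concentration of half-maximal effect; plate controls were DMSO cells for no effect and cell-free wells for full effect; nearly all actives have a fitted effect of over 45% in size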
# IP6K1 inhibitor: blocks human inositol hexakisphosphate kinase 1; IP6K1 kinase, ADP-Glo luminescence, 2 h; active compounds read low; activity change, % (series mostly up to about 58 µM); 140,000 compounds, 0.81% hits; in the data active = activity change below about -25%
# Target sequence (Q92551 whole entry, looked up): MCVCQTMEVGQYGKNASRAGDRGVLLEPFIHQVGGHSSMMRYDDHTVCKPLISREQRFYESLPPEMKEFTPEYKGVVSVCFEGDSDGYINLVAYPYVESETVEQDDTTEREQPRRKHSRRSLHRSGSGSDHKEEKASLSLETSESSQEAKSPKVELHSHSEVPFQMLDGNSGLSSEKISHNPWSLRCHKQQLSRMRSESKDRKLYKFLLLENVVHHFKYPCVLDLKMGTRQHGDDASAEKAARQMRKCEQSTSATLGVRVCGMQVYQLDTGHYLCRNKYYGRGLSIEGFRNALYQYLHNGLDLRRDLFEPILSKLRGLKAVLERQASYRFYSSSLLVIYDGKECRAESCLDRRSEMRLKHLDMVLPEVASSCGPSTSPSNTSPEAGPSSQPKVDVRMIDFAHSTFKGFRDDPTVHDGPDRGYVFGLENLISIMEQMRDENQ
#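 ADP-Glo luminescence measures ADP made by human IP6K1 during a 2 h RT reaction with ATP/IP6 (mix at 1.3 mM/130 uM); top library doses 57.5 and 19.1 uM final.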
# HEK293 viab: reduces viability of HEK-293 SNCA reporter cells; HEK-293-SNCA-luc viability, GF-AFC fluorescence, 24 h; Potency, µM (titrated, usually from 57.1 µM), without a hit: at the top dose activity change, negative = cytotoxicity, actives largely listed as cytotoxic; 150,000 compounds, 0.12% hits;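 note: potency is the fitted concentration of half-maximal effect; 0% = DMSO-treated cells and -100% = medium-only wells without cells; nearly all actives have a fitted effect of over 30% in size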
#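 HEK-293-SNCA-luc cells (1500/well) plated 24 h, then exposed 24 h to a dilution series; GF-AFC added 30 min at 37C, fluorescence 405/540 nm; normalised to medium-only and DMSO wells, Hill fit.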
# NIH3T3 tox: NIH 3T3 cell cytotoxicity; NIH 3T3 viability, CellTiter-Glo ATP luminescence, 48-72 h; Potency, µM (titrated, usually from 96.7 µM), without a hit: at the highest dose activity change, negative = cytotoxicity, most hits filed as inhibitors; 94,000 compounds, 4.3% hits; note: potency is the fitted concentration of half-maximal effect; nearly all actives have a fitted effect of over 55% in size
#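 Viability of NIH 3T3 cells after 48 or 72 hr compound treatment at 37 °C was assessed by CellTiter-Glo, with luminescence imaged following a 10 min room-temperature step.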
# HEK293 tox: kills HEK 293 cells; HEK 293 viability, ATP luminescence (CellTiter-Glo), 48-72 h; Potency, µM (series often up to 115 µM), inactives show at the top dose activity change, negative = cytotoxicity, actives largely listed as inhibitors; 94,000 compounds, 6.6% hits; note: potency is the fitted concentration of half-maximal effect; nearly all actives have a fitted effect of over 60% in size
#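 CellTiter-Glo luminescence (cellular ATP) was read after 48 or 72 hr of compound exposure at 37 degree Celsius. Cells were HEK 293 plated at 250 cells/well.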
# Luciferase inh: blocks purified firefly luciferase enzyme activity. P08659. purified P. pyralis luciferase, luminescence, biochemical. Potency, µM (titrated, usually from 115 µM), inactives show at the top dose activity change, negative = inhibition, usual class: inhibitors. 76,000 compounds, 2.5% hits. AID 1347043; note: potency is the fitted concentration of half-maximal effect; nearly all actives have a fitted effect of over 65% in size
# Target sequence (P08659 whole entry, looked up): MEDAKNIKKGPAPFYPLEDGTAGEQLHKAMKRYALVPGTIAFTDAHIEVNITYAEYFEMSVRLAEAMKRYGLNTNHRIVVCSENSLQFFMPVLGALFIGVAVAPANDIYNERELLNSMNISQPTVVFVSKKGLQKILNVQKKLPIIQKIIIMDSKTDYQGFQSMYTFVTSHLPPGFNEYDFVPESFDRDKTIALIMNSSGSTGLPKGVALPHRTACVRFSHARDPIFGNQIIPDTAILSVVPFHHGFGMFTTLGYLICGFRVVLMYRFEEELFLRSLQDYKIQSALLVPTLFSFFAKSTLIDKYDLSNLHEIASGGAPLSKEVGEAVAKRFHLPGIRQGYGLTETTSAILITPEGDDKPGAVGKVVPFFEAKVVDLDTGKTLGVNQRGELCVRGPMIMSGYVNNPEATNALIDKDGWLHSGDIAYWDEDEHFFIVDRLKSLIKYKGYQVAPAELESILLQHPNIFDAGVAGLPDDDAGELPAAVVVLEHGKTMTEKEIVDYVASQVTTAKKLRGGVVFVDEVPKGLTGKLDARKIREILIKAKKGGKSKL
#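 Purified P. pyralis luciferase (10nM final) in 50mM Tris acetate pH 7.5, 10mM Mg acetate, 0.01% Tween-20, 0.05% BSA with 10uM D-luciferin and 10uM ATP. Compounds titrated qHTS. Luminescence imaged on CCD.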
# GPT2 inh: inhibitors of human GPT2 alanine aminotransferase; Q8TD30; Recombinant GPT2, coupled pyruvate oxidase/HRP Amplex Red fluorescence; Potency, µM (doses to about 57.7 µM), for the others: at the highest dose activity change, negative = inhibition, usual class: inhibitors; 100,000 compounds, 0.25% hits; AID 1671188; note: potency is the fitted concentration of half-maximal effect; nearly all actives have a fitted effect of over 60% in size; many of its hits are not listed in these tables
#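 Inhibition is scored from Amplex Red fluorescence generated when pyruvate oxidase and HRP act on pyruvate released by GPT2. Reactions contain 10ng/uL enzyme, 250uM a-KG and 2mM L-alanine and run 30 min at room temperature.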
# Numbers without * were called inactive; i = inactive; u = inconclusive; x = not tested or not shown; [ ] = another dose, or the depositor's remark. Unless noted, calls come from the whole dose curve; as a rule, active = well fitted curve in the direction sought with a large enough effect; inconclusive = small, poorly fitted or top-dose-only effect, or another doubt; inactive = no such curve, though single readings can be large; an effect the other way counts as inactive or inconclusive. Unless noted, % is set by controls: 0 for no effect and ±100 for the full control effect. These rows are one share of the data; rates above refer to the full screens.
# Preview:
SMILES,SNCA expr inh,IP6K1 inhibitor,HEK293 viab,NIH3T3 tox,HEK293 tox,Luciferase inh,GPT2 inh
CN(C)c1ccc(CNC2(Cc3cc(COc4ccccc4)on3)COC2)cc1,4.0%[87.6 µM],-18.1,-18.1%[87.6 µM],u,u,-1.7%[172 µM],-18.0%[88.5 µM]
COC(=O)[C@@H]1C[C@H](NS(=O)(=O)c2ccc3c(c2)NC(=O)CO3)CN1C,4.9%,8.2,-5.3%,-3.1%,-3.9%,3.3%,-5.3%
COc1ccc(NC(=O)[C@@H]2C[C@@H](c3cccc(C(F)(F)F)c3)N(Cc3cnn(C)c3)C2)cc1,-2.7%,3.0,-5.0%,u,u,3.1%,-1.3%

# All compounds of this part (from the top)
SMILES,SNCA expr inh,IP6K1 inhibitor,HEK293 viab,NIH3T3 tox,HEK293 tox,Luciferase inh,GPT2 inh
CN(C)c1ccc(CNC2(Cc3cc(COc4ccccc4)on3)COC2)cc1,4.0%[87.6 µM],-18.1,-18.1%[87.6 µM],u,u,-1.7%[172 µM],-18.0%[88.5 µM]
COC(=O)[C@@H]1C[C@H](NS(=O)(=O)c2ccc3c(c2)NC(=O)CO3)CN1C,4.9%,8.2,-5.3%,-3.1%,-3.9%,3.3%,-5.3%
COc1ccc(NC(=O)[C@@H]2C[C@@H](c3cccc(C(F)(F)F)c3)N(Cc3cnn(C)c3)C2)cc1,-2.7%,3.0,-5.0%,u,u,3.1%,-1.3%
Cc1ccccc1NC(=O)N1CCC(CN2CCCC2)CC1,13.0%,1.2,-9.7%,x,x,x,x
COc1ccc(CNc2oc(-c3ccc(COc4ccc(OC)cc4)o3)nc2C#N)cc1,10.3%,16.0,7.3%,x,x,x,x
O=C(O)C[C@@H]1CCN(C(=O)c2ccccc2)C[C@@H]1CCN1C[C@@H]2C[C@H](C1)c1cccc(=O)n1C2,u,2.9,2.3%,4.0%,i,0.4%,0.2%
Cc1ccsc1C(=O)NC1CCc2nnc(C3CC3)n2CC1 (stereo unspecified),-21.9%,-10.1,1.4%,-1.1%,i,2.8%,-3.6%
CC(=O)c1cccc(NC(=O)c2ccc3nc(Cc4ccccc4)oc3c2)c1,u,27.3,-17.7%,x,x,x,x
Cc1ccc(NC(=O)N2CCCC(c3nnc(CN(C)C)n3C)C2)cc1C (stereo unspecified),1.9%,17.5,-14.6%,-10.3%,-8.6%,5.4%,2.2%
N#Cc1ccccc1NC(=O)c1cc2n(n1)CC(c1ccc(Br)cc1)OC2 (stereo unspecified),10.4%,22.7,-10.0%,-20.8%,u,-14.7%,i
CCOc1ccccc1NC(=O)C1=C(C)Nc2ncnn2C1c1ccc(C)o1 (stereo unspecified),-0.5%,-5.4,12.6%,x,x,x,x
Cn1cccc1-c1noc(C2CCN(C(=O)C3(c4ccccc4)CC3)C2)n1 (stereo unspecified),20.9%,23.8,-2.0%,-37.2%,u,x,-11.8%
Cn1cnc(S(=O)(=O)NCCc2noc(-c3ccccc3)n2)c1,u,10.6,-4.8%,-2.7%,7.8%,-0.7%,1.6%
CCOc1cccc(C2c3[nH]c4ccccc4c3CCN2C(=O)CCc2ccccc2)c1 (stereo unspecified),29.2%,22.5,-3.8%,x,x,x,x
O=C(C1CCC1)N1CCn2c(nnc2[C@@H]2C[C@@H](O)CN2Cc2ccccc2)C1,u,-9.9,8.3%[12.5 µM],-5.1%,-0.1%,-7.0%,-8.7%
Cc1nc(-c2ccccc2)n(CC(=O)NCc2ccc(F)cc2)c(=O)c1CCO,-5.6%,7.3,-4.3%,-24.1%,-14.7%,3.1%,-7.9%
CC(C)(O)CCc1cccc(C(=O)NCCCc2nc3ccccc3o2)c1,29.5%,25.0,-6.7%,-6.6%,u,-6.0%,1.0%
CCCCC(CC)COC(=O)c1ccc(N(C)C)cc1 (stereo unspecified),-5.7%[25.6 µM],19.1,4.9%[23.9 µM],x,x,x,i
CC(C)NC(=O)C1CCC(=O)N1C1CCN(C(=O)c2ccc(C(C)C)cc2)CC1 (stereo unspecified),-7.2%,19.1,8.7%,-12.1%,-4.1%,2.5%,i
O=C(CSc1ncc2c(n1)-c1ccccc1N(Cc1ccccc1)S2(=O)=O)Nc1ccccc1,-12.7%,4.9,-3.8%,x,x,x,x
O=C1Nc2ccc(-c3ccccc3)cc2C(=O)N2CCN(C(=O)c3cccc(F)c3)C[C@H]12,2.9%[87.6 µM],-6.1,-1.0%[87.6 µM],u,u,1.3%[172 µM],0.1%[88.5 µM]
CN(C)CCN(C)c1ccc(-c2nc(-c3ccccc3F)no2)cn1,89.7%[activator],8.5,-8.6%,u,u,15.8µM*,i
C[S+](=O)([O-])NCCNC(=O)c1ccc(-c2cccc(C(F)(F)F)c2)cc1,x,0.0,x,u,u,x,x
CCN1CCN(c2ncc3c(n2)CCN(Cc2cccc(F)c2F)C3)CC1,17.1%,-1.9,-2.6%,x,x,x,x
O=C1NCCCCCCN(C(=O)CN2CCCC2=O)[C@H]2C[C@H](c3nc(Cc4ccccc4)no3)C[C@@H]12,20.2%,-4.0,4.5%,-12.8%,-26.6%,-11.4%,1.4%
C[C@]12CCC(=O)C=C1CC[C@@H]1[C@H]2[C@@H](O)C[C@@]2(C)[C@H]1CC[C@]2(O)C(=O)CO,-3.2%,x,10.3%,x,x,x,u
COc1cc(NC(=O)CSc2ccc(-c3sc(C)nc3C)nn2)cc(OC)c1,45.4%[activator],2.8,-24.3%,x,x,x,x
CNC(=O)c1cc(C)nc2onc(C3CCCN(C(=O)Cc4ccc(OC)cc4)C3)c12 (stereo unspecified),x,0.6,x,-7.1%,i,x,x
O=C(NC1CCN(c2ccnc3ccnn23)CC1)c1cncc(Br)c1,u,3.8,-5.0%,-32.9%,u,x,4.8%
O=C(c1ccncc1)N1CCCC(n2cc(-c3nc(C4CC4)no3)nn2)C1 (stereo unspecified),-3.5%,0.0,8.9%,-16.0%,2.4%,7.7%,-5.2%
Cc1ccc(-c2nnc(Nc3ccc(O)cc3)c3ccccc23)cc1S(=O)(=O)NCC1CCCO1 (stereo unspecified),150.4%[activator],-7.2,u,x,x,x,x
Cc1noc(C2CC3(CCN(C(=O)c4cc(C)n(C)n4)CC3)CN2C)n1 (stereo unspecified),-7.1%,12.0,4.4%,-5.1%,-7.6%,x,-10.3%
CC(=O)c1ccc(NC(=O)O[C@@H]2CO[C@H]3[C@@H]2OC[C@@H]3NC(=O)Nc2ccccc2)cc1,26.6%[87.6 µM],-7.7,2.7%[87.6 µM],-25.4%[174 µM],u,u,2.5%[88.5 µM]
CC(=O)N1CCN(C(=O)C2CCc3nnc(C4CCN([S+](C)(=O)[O-])CC4)n32)CC1 (stereo unspecified),12.8%,-12.6,10.5%,-18.5%,-15.4%,x,i
COc1cccc(CC(=O)N2CC(F)(F)C[C@H]2c2nc(C)no2)c1,-7.4%,-0.9,5.9%,-3.2%,-10.2%,-8.9%,-23.2%
CC1=C[C@@H](CN(C)CCC#N)[C@H](C(C)C)C[C@H]1Cc1nnc(-c2ccc(C)cc2)o1,u,-9.8,u,u,50.1µM*,-9.9%[172 µM],-5.8%[88.5 µM]

# Ordered by count of non-hydrogen atoms (ascending): part of the list above
SMILES,SNCA expr inh,IP6K1 inhibitor,HEK293 viab,NIH3T3 tox,HEK293 tox,Luciferase inh,GPT2 inh
CCCCC(CC)COC(=O)c1ccc(N(C)C)cc1 (stereo unspecified),-5.7%[25.6 µM],19.1,4.9%[23.9 µM],x,x,x,i
COc1cccc(CC(=O)N2CC(F)(F)C[C@H]2c2nc(C)no2)c1,-7.4%,-0.9,5.9%,-3.2%,-10.2%,-8.9%,-23.2%
O=C1NCCCCCCN(C(=O)CN2CCCC2=O)[C@H]2C[C@H](c3nc(Cc4ccccc4)no3)C[C@@H]12,20.2%,-4.0,4.5%,-12.8%,-26.6%,-11.4%,1.4%

# New compounds follow:
SMILES,SNCA expr inh,IP6K1 inhibitor,HEK293 viab,NIH3T3 tox,HEK293 tox,Luciferase inh,GPT2 inh
CCC(Sc1nc2ccccc2c2nc(CCc3c(C)n[nH]c3C)nn12)C(=O)Nc1ccc(F)cc1 (stereo unspecified),u,24.6,u,x,x,x,x
Cc1ccc(Cc2ccccc2C(=O)N2C[C@@H](C)[C@@](C)(O)C2)cc1,7.3%,5.3,-5.9%,-26.6%,u,5.4%,-8.3%[11.5 µM]
Cc1ccc(C(=O)N(C)Cc2ccc(-c3ccccc3)cc2)cc1,20.1%[87.6 µM],-13.6,8.3%[87.6 µM],u,89.1µM*,-1.8%[172 µM],i
CC1(C)[C@H]2CC[C@]3(C)[C@@H](C(=O)C=C4[C@@H]5C[C@@](C)(C(=O)O)CC[C@]5(C)CC[C@]43C)[C@@]2(C)CC[C@@H]1O,-6.3%,x,-5.8%,x,x,x,4.8%
CNCCc1ccccn1,29.9%[25.6 µM],32.0,6.0%[23.9 µM],x,x,x,i
CCOc1ccc(-c2cc3nc(C4CCN(C(=O)OC(C)(C)C)CC4)c(C(=O)Nc4ccc(C(=O)OC)cc4)cn3n2)cc1,-10.0%,39.8,u,x,x,x,x
COc1ccccc1C(=O)NCCC1CCN(C(=O)Nc2cc(F)ccc2F)CC1,-18.5%,-7.8,6.2%,-21.2%,-25.6%,0.0%,i
O=C(CC1CCCC1)NC1CCN(c2cnn(CC3CC3)c(=O)c2)CC1,-0.2%,8.2,-9.0%,-28.0%,u,-12.0%,-5.5%
O=C(c1cc(Cl)ccc1F)N1CCCC2(C1)NC(=O)N(Cc1ccccc1)C2=O (stereo unspecified),4.0%,-16.7,-18.0%,-37.5%,-28.7%,-9.5%,i
CC(C)CNC(=O)CC(c1ccc(F)cc1F)c1c[nH]c2ccccc12 (stereo unspecified),-23.1%,-10.3,-3.0%,u,u,-9.3%,-1.1%
CCOc1ccc(/C=C/c2nc(C#N)c(N3CCCCC3)o2)cc1,u,6.8,-0.6%,x,x,x,x
CCN(CC)S(=O)(=O)c1ccc2c(c1)N(CC(=O)Nc1ccc(C)cc1C)C(=O)C1CCCN21 (stereo unspecified),10.3%,18.7,-11.1%,x,x,x,x
Cc1cc(C(=O)N2CCCN(Cc3ccncc3)C(c3ccccc3)CC(=O)NCC2)n(C)n1 (stereo unspecified),18.3%,0.1,3.5%,-19.5%,-26.1%,-3.1%,i
CN(C(=O)C1(N)CC1)C1CCCN(CCc2ccccc2)C1 (stereo unspecified),27.3%,8.0,-0.3%,-7.5%,-14.2%,8.7%,u
CCNC(=O)[C@@H]1C[C@H](NC(=O)c2ccc(=O)n(C)c2)CN1Cc1ccoc1,6.0%,14.7,3.8%,-3.7%,i,6.2%,i
CCOc1ccc(CCNC(=O)C2CC(=O)N(CCc3ccc(OC)c(OC)c3)C2)cc1OCC (stereo unspecified),19.0%,-0.8,1.8%,x,x,x,x
COCCNC(=O)Cc1cccn1-c1ccc(F)cc1,1.5%,-11.3,2.5%,i,2.8%,5.2%,i
O=C(CCc1ccccc1)N1CC(Oc2ccccc2-c2nc(-c3ccccc3)no2)C1,3.5%,19.1,-32.6%,35.5µM*,39.8µM*,x,i

# Source: PubChem BioAssay (National Center for Advancing Translational Sciences (NCATS))
